SENP8 block-1: blocks human SENP8 cleavage of Nedd8 substrate | Q96LD8 | recombinant SENP8, Nedd8 substrate fluorescence | inhibition, % at 20 µM | actives 0.64% (n = 360,000) | AID 602440; in the data active means inhibition mostly above about 40%, no sharp cut-off; inactive means mostly below about 27%
Target sequence (Q96LD8 whole entry, looked up): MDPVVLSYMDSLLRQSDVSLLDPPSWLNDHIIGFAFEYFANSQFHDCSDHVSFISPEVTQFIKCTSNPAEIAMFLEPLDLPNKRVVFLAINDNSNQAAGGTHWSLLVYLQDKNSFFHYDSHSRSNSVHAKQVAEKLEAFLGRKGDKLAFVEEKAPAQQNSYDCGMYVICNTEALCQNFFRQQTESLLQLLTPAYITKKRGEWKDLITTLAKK
UBC13 polyUb: inhibitors of human UBC13 polyubiquitin chain formation; inhibition, % at 20 µM; actives 0.47% (n = 330,000); P61088; TR-FRET; in the data active means inhibition above about 45%, passing the limit was not always enough; inconclusive means no clear call, values can overlap the other calls
Target sequence (P61088 whole entry, looked up): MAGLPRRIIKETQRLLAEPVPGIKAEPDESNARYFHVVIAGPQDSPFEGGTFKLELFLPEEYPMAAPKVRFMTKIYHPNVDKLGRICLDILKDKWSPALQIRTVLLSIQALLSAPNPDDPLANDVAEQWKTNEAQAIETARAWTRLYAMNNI
PfG6PD inh: PfG6PD (Plasmodium falciparum) enzyme inhibition. PfGluPho enzyme, NADPH resazurin-diaphorase fluorescence. actives 0.78% (n = 350,000). inhibition, % at 20 µM;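 active means inhibition reaching at least a set limit at 20 µM in the primary screen, cut at about 59% in these data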;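 further: 0% = DMSO wells with substrate and 100% = DMSO wells lacking glucose-6-phosphate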
SENP6 block: inhibitors of human SENP6 protease; Recombinant SENP6 catalytic domain, aminoluciferin luminescence; inhibition, % at 10 µM; actives 1.8% (n = 330,000);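 active means inhibition above about 50% at the single tested dose, limit read from the data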;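 further: plate controls were DMSO wells with enzyme for no effect and DMSO wells lacking enzyme for full effect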
SENP8 block-2: blocks the human protease SENP8. AID 2540. purified SENP8, Z-RLRGG-aminoluciferin cleavage, luminescence. actives 1.2% (n = 330,000). inhibition, % at 10 µM; in the data active means inhibition above about 50%
SENP1 inh: SENP1 (human) catalytic domain inhibition | inhibition, % at 10 µM | AID 624204 | recombinant SENP1 catalytic domain, CyPet-SUMO1-YPet FRET cleavage | Q9P0U3 | actives 0.21% (n = 360,000);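 active means inhibition at least 30% at 10 µM, raw YFP signal under a set limit, fluorescence ratio 0.5 to 1.5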;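 further: 0% = enzyme with DMSO and 100% = no enzyme wells; some results filed as inactive read as strong as hits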
Target sequence (Q9P0U3 419-644 limits assumed): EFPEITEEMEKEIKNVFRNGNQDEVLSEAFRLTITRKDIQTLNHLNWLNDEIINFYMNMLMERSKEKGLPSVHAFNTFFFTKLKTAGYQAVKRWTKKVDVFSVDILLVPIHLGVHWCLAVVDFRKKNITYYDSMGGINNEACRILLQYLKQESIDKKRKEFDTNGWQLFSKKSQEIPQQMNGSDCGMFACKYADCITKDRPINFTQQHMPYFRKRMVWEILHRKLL
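Compound: 10 µM single point, 0.5% DMSO; Test system: hSENP1 catalytic domain, recombinant; Timing: 50 min reaction at room temperature; Technique: FRET, CFP and YFP emission; Control set: no-enzyme wells low, DMSO-plus-enzyme wells high control.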
SENP7 inh: blocks the human protease SENP7. Q9BQF6. recombinant SENP7, Z-RLRGG-aminoluciferin luminescence, 40 min. inhibition, % at 5 µM. actives 1.5% (n = 330,000). AID 434973;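 active means inhibition above about 50% at the single test dose, limit read from the data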;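 further: plate controls were DMSO with enzyme for no effect and no enzyme buffer wells for full effect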
Target sequence (Q9BQF6 706-1050 limits assumed): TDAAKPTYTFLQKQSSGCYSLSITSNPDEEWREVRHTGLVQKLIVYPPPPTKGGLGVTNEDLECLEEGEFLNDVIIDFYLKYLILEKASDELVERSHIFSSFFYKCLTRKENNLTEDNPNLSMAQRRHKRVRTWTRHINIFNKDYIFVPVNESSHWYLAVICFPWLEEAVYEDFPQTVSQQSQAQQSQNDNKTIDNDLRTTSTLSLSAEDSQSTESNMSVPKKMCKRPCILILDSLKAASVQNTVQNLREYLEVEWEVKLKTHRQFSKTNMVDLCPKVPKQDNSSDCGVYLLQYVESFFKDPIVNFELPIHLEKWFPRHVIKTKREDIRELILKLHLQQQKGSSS
MIN6 prolif: induces beta-cell replication in MIN6 cells; actives 0.29% (n = 330,000); MIN6 cells proliferation, ATPlite luminescence, 48 h; cells starved in 0.2% serum; 100% = growth in 10% serum; AID 2380; proliferation, % at 10 µM;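 active means compounds whose signal lies at least 3.5 SD above the mean of all wells on their plate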;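 further: 0% = DMSO-treated cells in low-serum medium and 100% = 10% serum control; some compounds called inactive have numbers as strong as hits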
HKDC1 inhibitor: blocks human hexokinase HKDC1 activity; recombinant HKDC1, G6PDH/diaphorase resazurin coupled fluorescence; actives 0.16% (n = 340,000); inhibition, % at 20 µM; AID 493160; Q2TB90;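 active means inhibition above about 35% when tested at 20 µM, limit read from the data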;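 further: plate controls were DMSO wells with enzyme for no effect and DMSO wells lacking enzyme for full effect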
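Test system: recombinant HKDC1 (HK5) hexokinase enzyme, produced in-house; Amount: enzyme 5 µg/mL final; Buffer or medium: Tris pH 8.0 buffer with MgCl2, Tween-20, BSA, BME; Reagent: glucose and ATP substrates; Doses: 20 µM test compound, 1% DMSO; Incubation: 90 min reaction incubation at room temperature, dark; Detection: resorufin fluorescence at 613 nm.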
Starred values were filed as active, the others as inactive; ? = inconclusive; / = not tested or not shown.

SMILES	SENP8 block-1	UBC13 polyUb	PfG6PD inh	SENP6 block	SENP8 block-2	SENP1 inh	SENP7 inh	MIN6 prolif	HKDC1 inhibitor
COc1ccc(N2CCN(C(CNC(=O)C(=O)NCCCn3ccnc3)c3ccco3)CC2)cc1 (stereo not given)	14	-14	2	5	-4	2	2	-3	-6
Nc1ccc(OCCc2ccccc2)cc1	13	4	13	-10	-10	1	1	-1	-3
COc1ccc2oc(C(=O)OCC(=O)N3CCCCC3C)c(C)c2c1 (stereo not given)	-480	-8	0	-20	-6	3	-3	-5	1
CCN(CC)CCNC(=O)Cn1cnc2sc(C)c(S(=O)(=O)N3CCN(c4ncccn4)CC3)c2c1=O	-7	3	-15	-9	-2	0	4	-1	-2
CCOC(=O)CN1C(=O)C2(OCCCO2)c2ccccc21	10	14	-1	-1	2	2	1	0	-4
O=c1[nH]nc(-c2ccc([N+](=O)[O-])o2)c(=O)[nH]1	23	/	-1	/	/	-21	/	/	-4
CCCCCCNS(=O)(=O)c1ccc(NC(=O)C2CCCO2)cc1 (stereo not given)	35	-10	-4	-14	3	-5	5	0	3
Cn1nc(-c2ccccc2)c2nc3ccccc3nc21	-99	?	4	3	1	8	3	1	-4
COc1cccc(S(=O)(=O)NCc2ccc(C(=O)Nc3ccc(Cl)cc3)cc2)c1	-1	14	7	-9	-3	0	-4	-1	-5
CCOC(=O)c1cnn(-c2nc(SC)nc3sc4c(c23)CCCC4)c1N	-10	6	7	4	1	1	0	-5	2
CC1Cc2ccccc2N1C1=CC(=O)CC(C)(C)C1 (stereo not given)	12	-21	11	-13	-11	0	-3	-4	-9
CN1CCN(CCNC(=O)Nc2ccccc2C(F)(F)F)CC1	9	-7	-10	-10	-11	-1	-8	-3	-2
Cc1cc(C)c2c(N)c(S(=O)(=O)Cc3ccccc3)sc2n1	-446	7	17	3	3	-6	6	-2	-2
Cc1ccc(N(CCCCN2C(=O)c3ccccc3C2=O)C(=O)c2ccc(Cl)s2)cc1	31	11	3	-4	3	2	5	-3	3
CCSC(C)CC1C/C(=N/O)c2c(C)noc2C1 (stereo not given)	20	4	-2	3	4	1	-1	-2	-8
CCC(CC)C(=O)c1c[nH]c(C(=O)NN)c1	13	5	7	-5	3	2	5	4	-15
CCn1nc(C(=O)N[C@@H](CCSC)c2nc3ccccc3[nH]2)c2ccccc2c1=O	29	-7	-14	9	-3	-1	-7	-3	19
Cc1cccc(C(=O)NNC(=O)c2csc(N3CCOCC3)n2)c1C	-10	1	-11	-1	-1	5	-4	2	-6
CCCCC(=O)NC(Nc1ccc(C)cn1)(C(=O)OCC)C(F)(F)F (stereo not given)	21	2	-6	5	0	1	2	-2	0
COc1ccc(C(c2nnnn2C2CCCCC2)N2CCN(c3ccccc3F)CC2)cc1 (stereo not given)	24	-22	10	-1	1	2	-9	-3	-2
CCOc1ccc(NC(=O)CS(=O)CC(=O)NC2CCCc3ccccc32)cc1 (stereo not given)	12	4	-3	-6	-1	0	-5	-1	0
CC1=NNC(=O)C1CCC(=O)N/N=C\c1cccc(Cl)c1 (stereo not given)	10	8	10	8	-6	1	7	5	-6
CCOCCOc1cc(NCc2ccccc2)c2ncn(C(C)C)c2c1	40*	/	58	/	/	-87	/	/	17
COc1cc2c(cc1OC)C(C)N(C(=O)CCNC(=O)c1ccccc1)CC2 (stereo not given)	4	-1	-14	-11	-12	3	-13	-3	-5
CSc1ccc(CN(C)C(=O)CSCC(=O)Nc2cc(C)on2)cc1	-2	14	-5	4	1	-2	1	-4	1
SMILES	SENP8 block-1	UBC13 polyUb	PfG6PD inh	SENP6 block	SENP8 block-2	SENP1 inh	SENP7 inh	MIN6 prolif	HKDC1 inhibitor
c1ccc(C2c3c(ccc4ccccc34)Oc3ncn4nc(-c5ccco5)nc4c32)cc1 (stereo not given)	-34	-6	-14	-8	0	3	5	-1	-7
COc1ccccc1C(=O)NC(=S)Nc1cc(C(=O)O)ccc1C	0	-3	-13	10	0	1	4	-3	-3
CCN(CC(=O)Nc1c(F)cccc1F)C(=O)CN1C(=O)NC2(CCCC2)C1=O	7	2	23	-19	-6	1	-11	3	-5
CCN(CC(=O)NCc1cccs1)C(=O)c1ccc(-c2ccccc2F)o1	16	-5	-6	2	5	0	-3	2	-3
Cc1cc(=O)oc(C)c1C(=O)NNC(=O)C1(C)CC1Br (stereo not given)	26	-2	-7	-12	-1	1	-8	0	-3
COc1ccc(Cl)cc1NC(=S)NN1CCOCC1	8	14	10	-7	0	2	-1	-1	3
Cc1ccc(CN(C(=O)c2cc3ccccc3oc2=O)C2CCS(=O)(=O)C2)cc1 (stereo not given)	5	-9	3	-9	-8	0	-10	-2	-15
COc1ccccc1NC(=O)CN1CCN(Cc2ccccc2)CC1	14	-9	-15	-9	-1	0	-11	-1	4
CC(=O)Nc1ccc(S(=O)(=O)Nc2nc3ccccc3nc2Sc2nncn2C)cc1	-152	-4	23	2	1	-32	4	-1	-8
Cc1ccc(NC(=O)CN2CCc3ccccc3C2)cc1S(=O)(=O)N1CCOCC1	12	10	10	-20	2	-4	3	-2	-5
CCN(C(=O)COC(=O)c1ccc2ccccc2c1)c1c(N)n(Cc2ccccc2)c(=O)[nH]c1=O	0	2	-12	-15	-4	0	-3	2	-6
Cc1ccc(-c2nn(-c3ccccc3)cc2/C=N/NC(=O)CSc2nnc(C)n2-c2ccccc2)cc1	10	-5	17	-7	4	1	8	-7	2
COc1ccccc1NC(=S)NNC(=O)c1nn(C)c(C)c1Cl	15	-20	-4	-2	-5	0	4	-2	0
CCOC(=O)C1CCCN(C(=O)/C=C/c2ccc([N+](=O)[O-])cc2)C1 (stereo not given)	21	3	14	-1	-7	4	-4	0	-10
Cc1cc(C)cc(N(CC(=O)NC2CCCC2)C(=O)CNC(=O)c2cccs2)c1	0	4	-20	-9	2	1	1	0	2
C[C@H](NC(=O)c1nc[nH]c1C(=O)N(C)Cc1ccccc1)C(=O)OC(C)(C)C	12	0	11	-13	-7	2	-11	1	1
COc1ccccc1/C=N/NC(=O)c1nnn(-c2nonc2N)c1-c1cccs1	-237	-8	93*	-8	-11	2	-19	-4	5
Cc1cc2c(cc1[N+](=O)[O-])NC(CNC(C)C)CC2 (stereo not given)	29	-12	2	-11	-16	3	-3	-2	1
COc1cccc(NC(=O)CN(C)C(=O)c2ccccn2)c1	14	5	4	15	13	-2	10	1	-4
CCOC(=O)c1ccc(NC(=O)COc2ccc(S(=O)(=O)NC(C)CC)cc2)cc1 (stereo not given)	10	10	-13	8	3	1	7	0	-3
O=C(O)C1C2C=CC(C2)C1C(=O)Nc1ccc(Cl)c(Cl)c1 (stereo not given)	-4	-12	-24	16	1	1	1	-6	2
COc1ccc(N(C(=O)c2ccco2)C(C(=O)NC2CCCC2)c2ccc(OC)c(OC)c2)cc1 (stereo not given)	4	2	4	-6	2	0	2	2	2
O=C(Cn1nnc(-c2ccccc2F)n1)Nc1ccc(C(=O)N2CCOCC2)cc1	17	-2	-14	4	-6	-2	-5	-2	-5
CC(C)=NOc1nc(N(C)C)nc(N2CCOCC2)n1	-2	-3	-2	-8	-4	1	-9	-1	-5
Cc1ccc(Nc2nc(Nc3ccc(C)cc3)nc(SC3=NCCS3)n2)cc1	18	-9	22	1	6	1	8	-4	-6
SMILES	SENP8 block-1	UBC13 polyUb	PfG6PD inh	SENP6 block	SENP8 block-2	SENP1 inh	SENP7 inh	MIN6 prolif	HKDC1 inhibitor
Cc1ccc(C)c(S(=O)(=O)NCCC(=O)N2CCCC(C(N)=O)C2)c1 (stereo not given)	6	3	-12	7	7	2	0	-3	1
O=C(c1cc2ccccc2oc1=O)N(Cc1ccccc1)C1CCS(=O)(=O)C1 (stereo not given)	-12	-10	4	-3	-9	0	-9	-2	-1
COc1ccc(OC)c(-c2csc(NC(=O)Cc3ccccc3)n2)c1	10	10	15	0	-2	1	1	-2	-2
O=c1[nH]c(CN2CCN(c3ccccc3O)CC2)nc2ccccc12	25	-9	3	-41	-13	-5	-3	0	-2
CCN1C(=NCCc2ccccn2)N[C@@H](c2cccc(F)c2)C(C(=O)OC)=C1C	7	-3	2	-15	-7	-4	7	0	-2
O=C(CSCc1ccco1)N1CCc2ccccc21	14	6	1	57*	34	1	33	-1	-4
O=C(CCc1nnc2ccc(NCc3ccco3)nn12)Nc1ccccn1	-4	-14	12	-9	-1	-10	1	-4	1
Cc1ccnn1C(C)C(=O)O (stereo not given)	10	-2	8	-20	0	-1	-7	-2	-11
COc1ccc(OCC(=O)Nc2cccc3cccnc23)cc1	-3	1	3	9	-8	0	17	2	1
CN(c1ccccc1)S(=O)(=O)c1ccc(C(=O)OCC(=O)NCc2cccs2)cc1	28	1	4	-18	-11	1	-2	-2	-4
O=C(C1CCN(S(=O)(=O)c2c(Cl)cccc2Cl)CC1)N1CCCC1	9	-9	-15	-20	-16	1	-7	-3	5
O=C(/C=C/c1cccc([N+](=O)[O-])c1)Nc1ccc(NC(=O)c2cccs2)cc1	6	-22	-5	-22	-9	0	-3	0	-1
COc1ccccc1C(=O)NC(=O)COC(=O)C1(C)CC1(Cl)Cl (stereo not given)	12	-3	-1	-5	-6	-1	1	7	4
CCOC(=O)NCc1ccccc1	19	-2	8	-4	-6	1	-4	-4	-8
CC(C)CNC(=O)[C@H](Cc1ccccc1)NC(=O)c1cccs1	3	-4	17	-6	3	-3	-4	-3	1
Cc1nn(CCC(=O)NNC(=S)Nc2ccccc2)c(C)c1Br	1	-1	-9	-14	-6	1	10	0	15
Cc1cc(S(=O)(=O)N2CCCC2C(=O)N2CCOCC2)c(C)cc1Cl (stereo not given)	-4	-4	-1	9	7	0	9	0	2
CN(CCc1ccccc1)C(=O)c1cc(COc2cccc(C(F)(F)F)c2)on1	10	1	14	-9	0	0	5	-4	7
COc1cc(C)ccc1OCc1cc(C(=O)N(C)CCCN2CCOCC2)no1	5	-4	-13	7	-7	0	-7	-3	-3
O=C(CC1SC(N2CCCC2)=NC1=O)Nc1ccc(C(=O)NCCc2ccc(F)cc2)cc1 (stereo not given)	17	-1	5	-7	-6	0	-3	-6	0
CC1CN(S(=O)(=O)c2cccc(C(=O)Nc3ccccc3N3CCCC3)c2)CC(C)O1 (stereo not given)	11	-3	2	1	2	-2	5	1	-3

Part of the list above, bar-delimited.
Compound | SENP8 block-1 | UBC13 polyUb | PfG6PD inh | SENP6 block | SENP8 block-2 | SENP1 inh | SENP7 inh | MIN6 prolif | HKDC1 inhibitor
O=C(CSCc1ccco1)N1CCc2ccccc21 | 14 | 6 | 1 | 57* | 34 | 1 | 33 | -1 | -4
O=C(CCc1nnc2ccc(NCc3ccco3)nn12)Nc1ccccn1 | -4 | -14 | 12 | -9 | -1 | -10 | 1 | -4 | 1
Cc1ccnn1C(C)C(=O)O (stereo not given) | 10 | -2 | 8 | -20 | 0 | -1 | -7 | -2 | -11
COc1ccc(OCC(=O)Nc2cccc3cccnc23)cc1 | -3 | 1 | 3 | 9 | -8 | 0 | 17 | 2 | 1

Full records as entered above. Order of screens: SENP8 block-1 | UBC13 polyUb | PfG6PD inh | SENP6 block | SENP8 block-2 | SENP1 inh | SENP7 inh | MIN6 prolif | HKDC1 inhibitor
COc1ccc(OC)c(-c2csc(NC(=O)Cc3ccccc3)n2)c1 in the list: 10 | 10 | 15 | 0 | -2 | 1 | 1 | -2 | -2
CN(CCc1ccccc1)C(=O)c1cc(COc2cccc(C(F)(F)F)c2)on1 in the list: 10 | 1 | 14 | -9 | 0 | 0 | 5 | -4 | 7
O=C(CSCc1ccco1)N1CCc2ccccc21 in the list: 14 | 6 | 1 | 57* | 34 | 1 | 33 | -1 | -4

Source: PubChem BioAssay

Compounds as they come (roughly 4% active in at least one column).
